Screening results (PubChem BioAssay)
FadD28 binding: inhibitors of Mycobacterium tuberculosis FadD28 bisubstrate binding; FadD28 bisubstrate probe binding, fluorescence polarization; inhibition, % at 12.5 µM; 0.22% of 360,000 active; AID 588549; in the data active means inhibition above about 8.5%, passing the limit was not always enough; inconclusive means no clear call, values can overlap the other calls
FBA Mtb inh: inhibits M. tuberculosis FBA enzyme; P9WQA3; inhibition, % at 1 µM; 2.3% of 360,000 active; purified M. tuberculosis FBA, fluorescence read-out; in the data active means inhibition above about 27%;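 further: 0% = vehicle and 100% = reference inhibitor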
Target sequence (P9WQA3 whole entry, looked up): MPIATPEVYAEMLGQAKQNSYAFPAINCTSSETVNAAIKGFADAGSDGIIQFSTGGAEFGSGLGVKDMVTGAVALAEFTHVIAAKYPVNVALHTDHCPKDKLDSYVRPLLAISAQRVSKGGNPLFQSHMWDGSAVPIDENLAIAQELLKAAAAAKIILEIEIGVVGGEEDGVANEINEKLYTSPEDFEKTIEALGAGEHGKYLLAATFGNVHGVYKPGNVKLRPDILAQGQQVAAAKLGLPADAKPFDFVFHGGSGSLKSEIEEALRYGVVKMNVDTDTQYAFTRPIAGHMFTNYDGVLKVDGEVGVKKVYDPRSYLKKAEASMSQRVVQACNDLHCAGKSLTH
GDH-TPI inh: counter-screen for M. tuberculosis FBA inhibitors: GDH-TPI coupled enzymes; 1.2% of 360,000 active; AID 588335; GDH-TPI coupled enzyme counterscreen, NADH absorbance; inhibition, % at 4.8 µM; in the data active means inhibition above about 30%;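 further: 0% = DMSO wells and 100% = wells lacking the enzyme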
Mtb UGM inh: inhibitors of M. tuberculosis UDP-galactopyranose mutase; P9WIQ1; purified UGM, fluorescence polarization probe displacement; inhibition, % at 10 µM; 0.06% of 320,000 active; AID 504406; in the data active means inhibition above about 10%, passing the limit was not always enough; inconclusive means no clear call, values can overlap the other calls
Target sequence (P9WIQ1 whole entry, looked up): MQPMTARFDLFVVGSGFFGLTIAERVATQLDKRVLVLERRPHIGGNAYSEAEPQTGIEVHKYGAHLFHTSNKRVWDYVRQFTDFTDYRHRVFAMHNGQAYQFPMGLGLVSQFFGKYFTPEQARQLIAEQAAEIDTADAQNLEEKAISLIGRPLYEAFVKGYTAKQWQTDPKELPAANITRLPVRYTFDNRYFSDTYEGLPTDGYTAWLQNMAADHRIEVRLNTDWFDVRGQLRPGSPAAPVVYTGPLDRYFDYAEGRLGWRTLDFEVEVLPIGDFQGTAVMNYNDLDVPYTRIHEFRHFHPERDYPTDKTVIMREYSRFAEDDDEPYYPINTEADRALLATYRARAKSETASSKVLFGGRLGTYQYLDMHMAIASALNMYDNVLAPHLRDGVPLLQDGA
BioA inh: BioA (M. tuberculosis) enzyme inhibition; AID 602481; purified M. tuberculosis BioA enzyme, plate reader; 0.096% of 360,000 active; inhibition, % at 9.99 µM; in the data active means inhibition above about 40%; inconclusive means no clear call, values can overlap the other calls
BoNT-A LC inh2: blocks Botulinum neurotoxin A light chain protease | inhibition, % at 10 µM | AID 588499 | multiplex microsphere protease substrate cleavage, flow cytometry | 0.17% of 360,000 active; further: plate controls were buffer without enzyme for full effect and enzyme alone for no effect
PfHsp40 yeast: compounds rescuing yeast from Plasmodium falciparum HSP40 toxicity; S. cerevisiae expressing PfHsp40, growth rescue, ATP luminescence; growth rescue, % at 12.5 µM; 0.68% of 340,000 active; AID 504582; in the data active means growth rescue above about 28%, passing the limit was not always enough; inconclusive means no clear call, values can overlap the other calls;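 further: yeast W303a lacking pdr1 and pdr3 grown in galactose medium; growth measured after three days at 30 °C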
Anthrax LF inh2: blocks Bacillus anthracis lethal factor protease. P15917. multiplex microsphere protease cleavage assay, LF. inhibition, % at 10 µM. 0.12% of 360,000 active; further: plate controls were buffer without enzyme for full effect and enzyme alone for no effect
BoNT-F LC inh: blocks Botulinum neurotoxin F light chain protease | Multiplex microsphere protease cleavage assay, flow cytometry | inhibition, % at 10 µM | 0.22% of 360,000 active | AID 588497; in the data active means inhibition above about 35%, passing the limit was not always enough; inconclusive means no clear call, values can overlap the other calls; further: plate controls were buffer without enzyme for full effect and enzyme alone for no effect
An asterisk follows results filed as active; ? = inconclusive; · = no result given; & = joins results of further samples. Unless noted, no stated cut-off is given here; in the data, active means inhibition above about 30%; inconclusive means no clear call, values can overlap the other calls; inactive means below that.

SMILES	FadD28 binding	FBA Mtb inh	GDH-TPI inh	Mtb UGM inh	BioA inh	BoNT-A LC inh2	PfHsp40 yeast	Anthrax LF inh2	BoNT-F LC inh
Cc1cccc(-c2noc(CN(C)S(=O)(=O)c3cc(Cl)ccc3Cl)n2)c1	-1.1	-1	5	-2.2	-0.1	1.7	-0.2	-5	8
CC(=O)Nc1ccccc1NS(=O)(=O)c1ccc(Cl)cc1	-0.8	2	6	4.0	-2.5	-1.5	-1.8	-5	-10
O=c1cc(C(F)F)oc2c1ccc1ccccc12	-0.5	31*	17	5.0	·	-0.9	-0.8	1	0
NCCCCCc1cn([C@@H](CO)C(=O)NCCCCCCCCCCC(=O)N2CCNCC2)nn1	-3.5	0	-8	-2.2	-0.8	-0.2	-1.3	5	-13
Cc1nn(C)cc1C(C)Nc1nc2nonc2nc1N1CCCCC1 (configuration not stated)	-4.2	-3	28	-0.2	0.8	0.4	1.0	-6	-8
c1ccc(Cn2c(Nn3cnnc3)nc3ccccc32)cc1	-1.0	0	1	1.1	-0.8	1.7	1.0	3	0
CC(=O)N1CCc2c(sc3c2c(=O)n(-c2ccccc2)c(=O)n3CC(=O)NCC2CCCO2)C1 (configuration not stated)	-1.5	3	6	1.3	-1.0	-0.1	0.9	-4	2
CCn1c(C)nc2cc(C(=O)NNC(=O)CCC3CCCCC3)ccc21	0.5	-1	-3	-0.5	·	-0.9	-0.6	0	-12
O=S(=O)(c1ccc(Cl)cc1)c1cnc(-c2cccnc2)nc1-c1ccccc1	-1.0	-1	6	-0.6	-2.5	-0.4	0.5	-4	-2
COc1ccc(-c2cc(C)no2)cc1S(=O)(=O)Nc1cccc(C)c1	-0.5	2	-10	-1.7	0.3	-0.1	-1.6	0	1
C=CC[C@@H](Cc1ccc(F)cc1)C(=O)OC[C@@H]1CCCN1C(=O)[C@H](CC=C)CC(=O)N[C@H](CO)Cc1ccccc1	-1.7	3	5	0.3	-2.0	-0.1	?	0	-9
O=C1NCCN1CCN1C(=O)c2ccccc2NC1c1ccccc1 (configuration not stated)	-4.0	72*	4	-2.2	-0.2	0.0	-0.9	-4	4
NC(=S)NN=C1CSSC1	-1.3	2	9	·	-0.3	-0.4	·	2	-4
CC(=O)N1CC2(CC(=O)OC(C)C)CN(C(C)=O)CC(CC(=O)OC(C)C)(C1)C2=O	-4.4	1	-8	·	0.4	0.2	-0.1	2	0
O=C(Nc1ccc(Cl)c(S(=O)(=O)N2CCOCC2)c1)C1=NN(c2ccccc2)C(=O)CC1	-4.1	-3	4	2.2	-1.3	0.5	0.0	-7	1
Cc1ccccc1/C=C1\C(=O)Nc2ccc(F)cc21	-6.3	2	15	-1.5	-1.2	1.6	2.5	7	-3
COc1ccc(OC)c(-c2csc(NC(=O)CSCC(=O)Nc3cc(C)on3)n2)c1	-1.4	1	1	-0.4	0.1	0.0	-1.2	-2	-8
O=C(/C=C/c1ccco1)Nc1ccccn1	0.2	0	73*	0.0	-0.6	1.6	-0.9	0	4
Cc1ccc(Cn2nnc3c(=O)[nH]c(C4CCN(S(=O)(=O)Cc5ccccc5)CC4)nc32)cc1	?	0	4	-0.4	1.2	-1.0	1.3	-7	18
CN1C(=O)C(CC(=O)N2CCN(C(c3ccccc3)c3ccccc3)CC2)N(C)C1=O (configuration not stated)	-2.1	-2	-5	-2.2	-0.9	0.6	0.5	0	-9
COc1ccccc1C(=O)Nc1nnc(SCC(=O)NC2CCCC2)s1	-2.4	6	2	1.2	-1.0	-0.1	-0.4	-1	-7
c1ccc(-c2nnc(-c3ccccn3)c(-c3ccccn3)n2)nc1	-0.1	-2	13	-0.4	0.8	-0.4	·	1	0
Cc1cccc(OCCOC(=O)CN2C(=O)NC3(CCCC3)C2=O)c1	-1.0	2	3	0.3	·	-1.4	-0.9	0	7
O=C(CC1CCCC1)OCn1nnc2ccccc2c1=O	-3.7	0	5	-1.5	1.4	0.2	1.3	-1	2
Cc1ccc2nc(NC(=S)NC(=O)c3ccco3)sc2c1	-3.6	-1	16	2.2	·	0.2	0.9	2	-1
Cc1occc1C(=O)NCc1ccccn1	0.4	4	5	1.0	-1.2	-0.1	-1.2	8	10
Oc1ccc(Cl)cc1CNCC1CCCO1 (configuration not stated)	-2.2	0	-1	0.6	·	-3.7	-0.6	-2	-7
C/C(=N\OCC(=O)Nc1ccc2c(c1)OCCO2)c1ccc2c(c1)OCCO2	-0.9	1	3	-2.1	3.6	0.2	3.5	-3	0
CC(C)(C)C(=O)NCCn1ccc2ccccc21	1.8	3	3	9.1	-1.8	3.9	1.2	1	-7
Cc1ccc(S(=O)(=O)N2CCC(C(=O)OC(C)C(=O)NCc3ccc4c(c3)OCO4)CC2)cc1 (configuration not stated)	1.2	0	8	1.7	-0.4	?	0.4	-1	-3
O=C(OCC(CO)OC(CO)n1ccc(=O)[nH]c1=O)c1ccccc1 (configuration not stated)	0.4	3	-1	-1.2	-1.3	0.8	0.5	0	5
O=C(NC1CCCCCC1)C1CC(=O)N(Cc2ccccc2)C1 (configuration not stated)	0.6	0	3	2.3	1.8	-0.6	-0.8	-7	-22
O=C(Cn1c2ccc(F)cc2c2nc3n(c(=O)c21)CCS3)Nc1ccc(Cl)cc1F	-5.0	11	4	0.1	-1.1	0.8	0.4	-2	-2
CCCCn1cnc2c(c(CC#N)nn2-c2ccccc2)c1=N	0.7	2	7	·	·	0.0	0.2	-6	0
CCSCc1nnc(SCC(=O)Nc2nccs2)n1CC	-2.6	0	-1	-4.7	·	0.0	-1.7	3	-5
CC1(C)Nc2cccc3cccc(c23)N1	-2.3	-1	27	·	-0.8	-0.4	-1.9	-4	-6
Cc1cccnc1NC(=O)CCc1nnc2ccc(N3CCC4(CC3)OCCO4)nn12	-2.1	1	-13	0.3	-0.4	-0.9	0.6	-3	1
O=C(Oc1ccc(/C=N/NC(=O)c2ccco2)cc1)c1ccccc1	-0.6	2	12	-0.4	-1.7	-0.1	-1.0	3	2
O=C(NCCCN1CCOCC1)c1cccc(S(=O)(=O)N2CCOCC2)c1	·	1	0	4.1	-0.6	1.3	0.8	2	3
CS(=O)(=O)N1CCN(c2ccc(NC(=O)c3cc4ccccc4o3)cc2)CC1	-2.8	-1	6	1.5	1.1	-7.3	0.0	21	?
Cc1cc(C)n(C(=O)CNC(=O)c2ccccc2Br)n1	-2.4	1	2	-0.6	-1.4	-0.3	1.2	-2	-4
CCC(C(=O)NCCCN1CCCCCC1)n1nc(C)c2sc3ccccc3c2c1=O (configuration not stated)	-0.2	6	2	1.7	-5.7	1.5	-0.4	1	2
COCCCNC(=S)NNC(=S)Nc1ccc(OC)cc1	-0.5	4	5	2.3	-0.9	-7.8	-1.6	-23	-12
NC(=O)c1nsc(C(=O)N(c2cccc(F)c2)C(C(=O)NCc2ccccc2)c2ccc(O)cc2)c1N (configuration not stated)	-0.1	13	0	0.7	2.7	-3.3	0.6	-4	-4
NC(=O)CNC(=O)C1CCN(S(=O)(=O)c2ccc(-n3cnnn3)cc2)CC1	-0.6	-1	2	-0.4	1.7	-1.8	-0.6	0	2
Nc1cc(C(=O)OCC(=O)NCCC2=CCCCC2)ccc1Cl	-1.8	9	1	-0.2	-1.8	-1.0	-0.6	-5	-7
Cc1cc2c(c(=O)n1Cc1ccc3c(c1)OCO3)C(c1cccnc1)C(C#N)=C(N)O2 (configuration not stated)	-3.9	0	-5	-0.3	4.3	-1.0	-0.1	-3	-3
O=C(CSc1ncnc2nc[nH]c12)Nc1ccc(Br)cc1Cl	-5.0	2	8	1.4	·	-0.6	-0.9	4	-18
Cc1ccc2[nH]c3c(=O)[nH]ncc3c2c1	-2.0	11	-3	1.0	1.4	0.7	-0.6	0	-3
C/C(N)=C(/C#N)C(=O)COC(=O)C1CCC(C(C)(C)C)CC1 (configuration not stated)	-5.6	-1	-7	1.8	3.6	-0.3	4.5	0	0
Cc1ccc(NC(=O)CN2C(=O)NC3(CCCCC3C)C2=O)cc1S(=O)(=O)N1CCCCC1 (configuration not stated)	-2.3	0	-4	0.6	1.3	-4.0	4.6	?	-8
O=C(O)C1CC2(Cl)C(Cl)=C(Cl)C1(Cl)C2(Cl)Cl (configuration not stated)	2.7	4	11	·	-1.3	-0.7	-1.9	-8	-8
CCc1c(C)sc(NC(=O)CSc2nc3c(c(C(F)(F)F)n2)CCc2ccccc2-3)c1C#N	-1.5	0	-9	-0.5	-2.1	-3.7	1.6	-1	-3
C=CCNC(=O)CCC(=O)NNc1nc2ccccc2c2nc(-c3ccccc3)nn12	-1.6	4	6	3.3	·	-0.1	0.0	-1	0
CCCCC(=NCCO)C1=C(O)C(C(=O)OC)C(C)(C)CC1=O (configuration not stated)	-0.1	-2	5	-1.2	-1.0	-0.1	-0.8	-3	-4
CC(C)(C)NC(=O)NC(=O)COC(=O)C1CC(=O)N(Cc2ccccc2)C1 (configuration not stated)	-1.5	0	10	0.2	-1.2	0.3	-0.8	2	12
CCC(=O)N1CCCC(C)(C(=O)Nc2ccc(OC)c(F)c2)C1 (configuration not stated)	-0.5	-1	7	·	1.1	-0.2	·	-1	13
COC(=O)C1=C(c2cc3ccccc3s2)C[C@@H]2CC[C@H]1N2C(=O)NC(C)C	0.4	3	2	-1.0	1.3	-0.7	-2.2	-3	-2
Cc1ccc(S(=O)(=O)Nc2ccc3[nH]ccc3c2)cc1	-0.9	-1	-3	-0.5	1.7	-3.3	0.3	-8	-15
C[C@@H]1CN([C@@H](C)CO)C(=O)CCCn2nncc2CO[C@H]1CN(C)C(=O)c1ccccc1	-0.2	2	8	·	-1.1&-0.9&-0.9	-0.4	·	-3	-4

One compound at a time (already shown). Values in the order: FadD28 binding, FBA Mtb inh, GDH-TPI inh, Mtb UGM inh, BioA inh, BoNT-A LC inh2, PfHsp40 yeast, Anthrax LF inh2, BoNT-F LC inh
Results for CC(C)(C)NC(=O)NC(=O)COC(=O)C1CC(=O)N(Cc2ccccc2)C1 (configuration not stated) → -1.5, 0, 10, 0.2, -1.2, 0.3, -0.8, 2, 12
Results for COc1ccc(OC)c(-c2csc(NC(=O)CSCC(=O)Nc3cc(C)on3)n2)c1 → -1.4, 1, 1, -0.4, 0.1, 0.0, -1.2, -2, -8
Results for C=CCNC(=O)CCC(=O)NNc1nc2ccccc2c2nc(-c3ccccc3)nn12 → -1.6, 4, 6, 3.3, ·, -0.1, 0.0, -1, 0
Results for COc1ccc(-c2cc(C)no2)cc1S(=O)(=O)Nc1cccc(C)c1 → -0.5, 2, -10, -1.7, 0.3, -0.1, -1.6, 0, 1
Results for O=C(CSc1ncnc2nc[nH]c12)Nc1ccc(Br)cc1Cl → -5.0, 2, 8, 1.4, ·, -0.6, -0.9, 4, -18

Next part.
SMILES	FadD28 binding	FBA Mtb inh	GDH-TPI inh	Mtb UGM inh	BioA inh	BoNT-A LC inh2	PfHsp40 yeast	Anthrax LF inh2	BoNT-F LC inh
O=C(Cc1ccc([N+](=O)[O-])cc1)Nc1cccc(C(=O)N2CCCCC2)c1	-0.5	-2	5	-0.3	-1.6	0.4	-0.9	7	-2
O=C(c1cccs1)N1CCN(Cc2ccc3c(c2)OCO3)CC1	-4.0	1	-7	-2.2	2.4	0.1	0.3	-1	-7
CNC(=O)c1c(NC(=O)CS(=O)(=O)c2ccc(F)cc2)sc(C)c1C	-0.9	2	-1	·	·	2.2	-0.3	1	-2
CCCC1OC2CC3C4CCC5=CC(=O)C=CC5(C)C4C(O)CC3(C)C2(C(=O)O)O1 (configuration not stated)	-3.7	1	-8	1.3	0.0	1.1	1.0	-8	-25
COc1ccc(-c2ccc(-c3noc(-c4ccccc4C)n3)c(OC)n2)cc1	-2.3	13	4	-0.4	-2.3	0.2	-0.1	-1	0
CC(C)CC(/C(O)=C(\C#N)c1nc2ccccc2[nH]1)N1C(=O)c2ccccc2C1=O (configuration not stated)	-2.5	-2	24	-0.4	-0.2	0.6	-0.8	0	-9
CCCOc1ccc(N2C(=O)CC(N(Cc3ccco3)C(=O)CC)C2=O)cc1 (configuration not stated)	-3.0	4	-1	-0.6	0.3	4.2	0.8	8	23
CCOC(=O)C1=C(C)N(c2nonc2NC(C)=O)C(N)=C(C#N)C1c1ccccc1F (configuration not stated)	-5.2	1	4	0.6	2.0	-0.2	1.7	-1	-4
